# G9a block: inhibitors of human histone lysine methyltransferase G9a; G9a H3K9 monomethylation, AlphaScreen, 2 h; Q96KQ7; Potency, µM (highest dose often 102 µM), for the others: at the highest dose activity, negative = inhibition, most hits filed as inhibitors; actives 8.8% (n = 350,000); AID 504332; note: potency is the fitted concentration of half-maximal effect; % is set by controls: 0 for no effect and ±100 for the full control effect; nearly all actives have a fitted effect of over 75% in size
# Target sequence (Q96KQ7 913-1193 limits assumed): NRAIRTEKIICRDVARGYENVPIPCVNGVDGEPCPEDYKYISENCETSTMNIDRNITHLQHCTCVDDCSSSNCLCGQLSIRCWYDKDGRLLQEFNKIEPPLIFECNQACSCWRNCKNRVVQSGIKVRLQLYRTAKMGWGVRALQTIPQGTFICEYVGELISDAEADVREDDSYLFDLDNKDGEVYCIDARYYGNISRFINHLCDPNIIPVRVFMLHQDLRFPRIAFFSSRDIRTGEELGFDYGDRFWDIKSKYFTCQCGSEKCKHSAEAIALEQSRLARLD
#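 G9a (20 nM) preincubated 15 min RT with compounds, then 500 nM biotinylated H3K9 peptide and 20 uM SAM added; 2 h RT reaction. Monomethyl-H3K9 product detected by AlphaScreen with anti-H3K9me1 antibody, streptavidin donor and anti-rabbit IgG acceptor beads.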
# ERG Ets-DNA blk: blocks human ERG Ets domain binding to DNA; P11308; actives 0.028% (n = 370,000); fluorescence polarization, His-ERG Ets domain / labelled DNA; Potency, µM (doses to about 76.9 µM), inactives show at the highest dose FP activity, negative = inhibition, hits mostly inhibitors; AID 624246; active = well fitted inhibition curve with a large enough effect in the polarisation, with a control signal flat; inconclusive = small, poorly fitted or top-dose-only effect, or effect the other way, or a change in a side signal; inactive = no such curve, though single readings can be large or run the other way; the % refers to the polarisation;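 note: polarization taken with two DNA probes labelled with fluorescein and Texas red; potency is the fitted concentration of half-maximal effect; % of control where 0% means no effect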
# Target sequence (P11308 whole entry, looked up, the tested form may be a part): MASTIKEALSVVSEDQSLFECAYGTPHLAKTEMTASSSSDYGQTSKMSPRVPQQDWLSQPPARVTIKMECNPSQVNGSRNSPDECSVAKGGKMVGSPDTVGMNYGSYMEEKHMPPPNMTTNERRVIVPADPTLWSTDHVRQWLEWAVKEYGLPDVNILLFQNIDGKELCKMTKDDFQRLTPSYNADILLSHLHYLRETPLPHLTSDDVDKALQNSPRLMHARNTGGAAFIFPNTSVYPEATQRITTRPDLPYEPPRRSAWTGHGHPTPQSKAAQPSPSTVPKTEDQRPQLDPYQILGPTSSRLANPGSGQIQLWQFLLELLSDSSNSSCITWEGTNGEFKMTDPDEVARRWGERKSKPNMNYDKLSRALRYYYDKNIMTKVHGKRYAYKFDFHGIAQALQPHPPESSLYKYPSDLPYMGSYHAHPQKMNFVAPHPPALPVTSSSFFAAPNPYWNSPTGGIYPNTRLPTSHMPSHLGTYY
#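 His-tagged ERG Ets domain (1 uM in the protein solution; 300mM KCl, 50mM Tris-HCl, 1mM EDTA, 1mM DTT, pH 7.5) received compound, then a probe mix of 5 nM fluorescein-DNA and 100nM Texas-615-DNA. Fluorescence polarization was read for both dyes.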
# JMJD2A Tudor inh: inhibitors of human JMJD2A Tudor domain. O75164. actives 4.4% (n = 390,000). Potency, µM (doses to about 114 µM), inactives show at the highest dose activity change, negative = inhibition, actives largely listed as inhibitors. AlphaScreen JMJD2A-Tudor / H3K4me3 peptide binding; note: potency is the fitted concentration of half-maximal effect; % is set by controls: 0 for no effect and ±100 for the full control effect; nearly all actives have a fitted effect of over 50% in size
# Pin1 inh: blocks the human prolyl isomerase Pin1 | actives 0.009% (n = 390,000) | Q13526 | Potency, µM (series often up to 115 µM), for inactives: top-dose activity, negative = inhibition, hits mostly inhibitors | Pin1 FP peptide displacement, HiFluor488, 10 min; active = well fitted inhibition curve with a large enough effect in the polarisation, with a control signal flat, not every such curve was filed as active; inconclusive = small, poorly fitted or top-dose-only effect, or effect the other way, or a change in a side signal; inactive = no such curve, though single readings can be large or run the other way; the % refers to the polarisation; note: potency is the fitted concentration of half-maximal effect; % is set by controls: 0 for no effect and ±100 for the full control effect
# BAZ2B inh: blocks human BAZ2B. Potency, µM (titrated, usually from 114 µM), for the others: at the top dose activity change, negative = inhibition, most hits filed as inhibitors. actives 4.4% (n = 360,000). AID 504333. AlphaScreen BAZ2B-H3K14Ac peptide displacement; note: potency is the fitted concentration of half-maximal effect; % is set by controls: 0 for no effect and ±100 for the full control effect; nearly all actives have a fitted effect of over 60% in size
#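 BAZ2B 50 nM plus b-H3(5-23)K14Ac 50 nM, PBS pH 7.4/0.01% Tween-20, 30 min RT; compound added (max 110 uM), 30 min RT; streptavidin donor/Ni-chelate acceptor beads 10 ug/mL final, 20 min dark; AlphaScreen read.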
# GLS inhibitor: glutaminase GLS (human) inhibition. GLS enzymatic activity, qHTS titration. actives 0.21% (n = 410,000). Potency, µM (series often up to 45.5 µM), for the others: top-dose activity change, negative = inhibition, most hits filed as inhibitors. AID 624170; note: potency is the fitted concentration of half-maximal effect; % is set by controls: 0 for no effect and ±100 for the full control effect
#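 Assay buffer: 45 mM KH2PO4 pH 8.2, 0.02% Tween-20. hKGA acts on L-glutamine (1 mM solution added); product glutamate is reported by an oxidase/peroxidase Amplex Red coupling, with fluorescence taken at baseline and 30 min.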
# Tb PGK inh: blocks T. brucei phosphoglycerate kinase | P07378 | actives 0.043% (n = 380,000) | Potency, µM (series often up to 57.5 µM), for inactives: at the highest dose activity change, negative = inhibition, hits mostly inhibitors | AID 602233 | PGK/GAPDH coupled, Kinase-Glo luminescence, 60 min; note: potency is the fitted concentration of half-maximal effect; % is set by controls: 0 for no effect and ±100 for the full control effect; nearly all actives have a fitted effect of over 60% in size
#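 Luminescent ATP detection (Kinase-Glo Plus) follows a 60-minute room-temperature incubation, with wells lacking PGK as controls. Buffer: 100 mM TEA (pH 7.6), 5 mM MgCl2, 0.01% Tween-20. Coupling enzyme GAPDH (100 nM final) supplies unstable 1,3-BPG in-well.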
# HP1b chromo inh: HP1-beta chromodomain-methylated histone interaction inhibition. P83916. AlphaScreen HP1-beta / biotin-H3K9me3 peptide binding. Potency, µM (top dose mostly 114 µM), without a hit: at the highest dose activity change, negative = inhibition, hits mostly inhibitors. actives 0.56% (n = 390,000). AID 540317; note: potency is the fitted concentration of half-maximal effect; nearly all actives have a fitted effect of over 70% in size; inactives centre near 23
# Target sequence (P83916 whole entry, looked up): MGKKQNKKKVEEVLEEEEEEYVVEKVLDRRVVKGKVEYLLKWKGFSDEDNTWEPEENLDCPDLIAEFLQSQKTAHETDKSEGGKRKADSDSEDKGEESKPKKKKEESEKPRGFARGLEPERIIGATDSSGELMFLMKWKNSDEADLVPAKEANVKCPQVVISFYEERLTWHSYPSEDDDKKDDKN
#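 Compound inhibition of the preformed complex between 50 nM HP1-beta and 50 nM biotinylated H3K9me3 peptide was read by AlphaScreen. Buffer was PBS pH 7.4 with 0.01% Tween-20. Incubations ran 30 min at room temperature, with 10 ug/mL donor/acceptor beads.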
# PI4K2A inh: inhibitors of human PI4K2A. Q9BTU6. purified PI4K2A, ADP-Glo luminescence, 1 h; stronger effect = lower value. activity change, negative = inhibition, % at 76.9 µM. actives 0.13% (n = 420,000). AID 1346378; in the data active = activity change below about -50%; inconclusive = mostly about -30% to -49%;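 note: -100% = wells without enzyme as full effect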
#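 ADP-Glo luminescence measured ADP generated by PI4K2A enzyme (4 ug/mL before mixing) with 1.2 mM PI substrate (pre-mix) and 300 microM ATP (pre-mix). Tris pH7.5 buffer with MgCl2, Triton X-100; 1 h reaction at ambient temperature.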
# An asterisk follows results filed as active; i = inactive; u = inconclusive; x = no result given; & = joins results of further samples; [ ] = remark or other dose. Unless noted, calls come from the whole dose curve; as a rule, active = well fitted curve in the direction sought with a large enough effect; inconclusive = small, poorly fitted or top-dose-only effect, or another doubt; inactive = no such curve, though single readings can be large; an effect the other way counts as inactive or inconclusive.
SMILES,G9a block,ERG Ets-DNA blk,JMJD2A Tudor inh,Pin1 inh,BAZ2B inh,GLS inhibitor,Tb PGK inh,HP1b chromo inh,PI4K2A inh
CCOC(=O)N1CCN(C(c2ccc(C)cc2)c2sc3nc(C)nn3c2O)CC1 (stereo unspecified),23%[12.7 µM],-6%,-15%,1%,2%,1%,-1%,25%,21
CC[C@@]1(C(=O)OC)N[C@H](CN(C)C(=O)c2ccccc2)[C@@H]2C(=O)N(Cc3ccccc3)C(=O)[C@@H]21,x,-10%,0%,-4%,x,-4%,1%,62%[activator],4
Fc1cccc(NCc2cn3ccccc3n2)c1,-25%[12.7 µM],1%,-15%,2%,u,46%[activator],1%,26%,1
NC(=O)CSc1ncnc2c1oc1ccccc12,-42%,-6%,1%,-1%,2%,0%,4%,41%,-2
COC(=O)c1ccc(NC(=O)Cn2c(=O)nc(-c3ccccc3)c3ccccc32)cc1,33%[59 µM],-4%,1%,1%,-1%,10%,-8%,40%[activator],-8
COc1cccc(Cn2nnc3c(=O)[nH]c(C4CCCN(C(=O)c5ccc(C)cc5)C4)nc32)c1 (stereo unspecified),-5%[59 µM],-4%,-20%,19%,-10%,5%,-3%,19%,0
O=P(COCCCCCOCP(=O)(c1ccccc1)c1ccccc1)(c1ccccc1)c1ccccc1,20%[59 µM],-6%,-5%,-1%,-12%,-3%,-6%,20%,0
CCN(CC)CCCNC(=O)c1ccc2c(Cl)c3c(nc2c1)CCCC3,-46%,0%&4%,-5%&-22%,-6%&-2%,2%&-19%,-18%&3%,-3%&-6%,3%&16%,5&0
Cc1ccc(SC(C)C(=O)NCC(C)C)cc1 (stereo unspecified),-4%[12.7 µM],x,-10%,-5%,-3%,12%,-7%,23%,-2
C/C=C/C(=O)OCC(=O)Nc1ccc(OC)c(OC)c1,-28%,-4%,9%,-11%,50µM*,7%,i,30%,6
COc1cc(/C=C/C(=O)O)cc(S(=O)(=O)NCCO)c1OC,1%[59 µM],-24%,11%,0%,-5%,4%,-8%,62%[activator],-2
O=C(c1ccc(S(=O)(=O)c2cccc(Cl)c2)c([N+](=O)[O-])c1)N1CCN(Cc2ccccc2)CC1,u,-1%,u,7%,u,8%,-5%,u,0
COc1ccc2cc(Br)ccc2c1CC(=O)NCC1CCCO1 (stereo unspecified),-37%,9%,-2%,2%,-28%,-3%,i,60%[activator],-6
CC1(C)N=C(N)N=C(N)N1c1cccc(C#N)c1,x,4%,-4%,-2%,x,1%,1%,38%,1
COc1ccc(C(=O)OCCCc2cc3ccccc3c(=O)o2)cc1,7%[0.501 µM],9%,30%,-1%,14%,4%,-6%,98%[activator],-2
COc1ccc(OC)c(C(=O)COC(=O)CN2C(=O)NC3(CCCCC3C)C2=O)c1 (stereo unspecified),5%[0.501 µM],9%,-21%,2%,5%,4%,i,22%,0
Cc1cccc(Cn2cnc3c(oc4ccccc43)c2=O)c1,12%[59 µM],0%,-19%,-1%,-2%,-4%,-3%,1%,-2
O=C1NC(Cc2c[nH]c3ccccc23)C(=O)N1Cc1cccc2ccccc12 (stereo unspecified),21%[59 µM],-12%,u,5%,u,-12%,4%,-18%,5
COc1ccc(CSc2cccc3cccnc23)cc1[N+](=O)[O-],-4%[59 µM],-16%,-33%[57.1 µM],2%,u,-4%,-3%,-7%,2
Cc1ccc(NC(=O)COC(=O)CN2C(=O)C3CCCCC3C2=O)cc1S(=O)(=O)N1CCOCC1 (stereo unspecified),-6%[59 µM],4%,-18%,-8%,0%,5%,0%,7%,-3
O=C1OCCN1C(=O)[C@H]1[C@H](c2ccc(Cl)cc2)C(c2ccccc2)=NN1c1ccccc1,104%[activator][59 µM],-13%,14%,69%[activator],x,-4%,0%,80%[activator],3
O=C1COc2cc(O)ccc21,x,5%,-3%,3%,x,-6%,8%,26%,0
CCC(=O)Nc1ccc(C(=O)Nc2cc(C)on2)cc1,22%[59 µM],0%,-10%,0%,-5%,5%,3%,34%,3
c1ccc(-n2cnc3cc(NCc4cccs4)ccc32)cc1,-7%[2.33 µM],0%,56µM*,-7%,50µM*,-10%,-16%,-32%,-1
CC(=O)N1N=C(c2ccc(C)cc2)OC1c1ccc(Br)cc1 (stereo unspecified),0%,-3%,-2%[11.4 µM],5%,-6%,1%,3%,73%[activator],-1
O=C(Cc1ccc(NC(=O)N2CCSc3ncccc32)cc1)NCc1cccc(Cl)c1,u,5%,-17%,5%,-11%,-13%,-4%,-5%,3
Nc1nncn1C(=O)CCCOc1ccccc1,u,-1%,-6%,-5%,-29%,2%,1%,20%,9
Cc1cc(C(=O)N/N=C/c2c(C)[nH]c3ccccc23)n[nH]1,2%,-3%,-1%,0%,-13%,-11%,-9%,26%,2
COc1cc2c(cc1OC)C(COc1ccccc1OC)N(C(=O)c1ccco1)CC2 (stereo unspecified),u,8%,-21%,-1%,u,-1%,-9%,16%,4
Cc1ccc(-c2nnn(CC(=O)N(CC(=O)NCC3CCCO3)c3ccccc3)n2)o1 (stereo unspecified),-11%[59 µM],-9%,-13%,-3%,-5%,-8%,2%,25%,-5
CCOc1ccccc1N(CC(=O)NCc1ccc(OC)cc1)S(C)(=O)=O,-11%[12.7 µM],x,-2%,0%,-9%,6%,x,15%,1
CCOC(=O)NC(=O)C(/C=N/c1sccc1C(=O)OC)=C(\C)O,-7%[59 µM],-21%,-6%,-3%,-16%,0%,-3%,17%,-4
COc1ccc(-c2csc(-n3cccn3)n2)cc1,4%[12.7 µM],3%,49%[activator],3%,6%,-26%,9%,95%[activator],7
CCc1ccccc1NC(=O)N1C2CCCC1CC(NC(=O)C(C)(C)C)C2 (stereo unspecified),5%,2%,-4%[57.1 µM],-3%,4%,-7%,i,18%,7
CCCCC(=O)Nc1cccc(NC(=S)NC(=O)COc2ccccc2Cl)c1,94%[activator][59 µM],-4%,-1%,10%,27%,7%,-2%,37%,2
CC(C)(C)C1CCc2onc(C(=O)Nc3cccnc3)c2C1 (stereo unspecified),5%[12.7 µM],1%,-10%,-5%,-9%,3%,-9%,1%,1
COc1ccc(-n2cnc3c(sc4nc(N5CCOCC5)c5c(c43)CCCC5)c2=O)cc1,5%,-15%,-4%,-6%,x,0%,-5%,4%,4
COCCN1C(=O)C(O)=C(C(C)=O)C1c1ccc(F)cc1 (stereo unspecified),u,1%,40µM*,6%,79µM*,2%,7%,1%,13
Cc1ccc2cc(C)c3nnc(SCC(=O)Nc4nc5c(s4)CCCC5)n3c2c1C,u,1%,u,u,u,1%,-1%,-30%,-14
Cc1cc(C)n(-c2cccc(CN3CCC(CO)(Cc4ccccc4)CC3)c2)n1,2%,-11%,-11%,-5%,-3%,0%,-9%,32%,-2
COc1ccc(NC(=O)c2ccccc2C)c(OC)c1,-47%[59 µM],-6%,-6%,4%,x,0%,3%,9%,9
CCCCNC(=O)Nc1ccc2c(c1)N(C)C(=O)c1ccccc1S2,0%,-14%&4%,3%&-8%,3%&40%,-8%&-3%,-7%&7%,-1%,6%&11%,-2&-15
N#Cc1ccccc1OCC(=O)Nc1cccc(S(=O)(=O)N2CCCC2)c1,-4%[2.33 µM],19%,-31%,6%,1%,7%,-8%,24%,-5
CCCCNC(=O)N1CCOCCOCCN(C(=O)NCCCC)CCOCC1,4%[12.7 µM],3%,-4%,-10%,-5%,0%,-7%,29%,-1
CC1CCCC(NC(=O)COC(=O)[C@@H]2CC(O)CN2S(=O)(=O)c2ccc3c(c2)OCCO3)C1C (stereo partly specified),10%[59 µM],-1%,-11%,1%,0%,8%,3%,17%,7
Cc1cccc(NC(=O)c2cc3c(=O)n(Cc4ccco4)ccc3nc2C)c1,-4%[59 µM],-3%,-33%,2%,-27%,8%,1%,-14%,-14
Cc1c(OCc2ccccc2)c(=O)ccn1Cc1ccc(Cl)cc1,-7%,-3%,2%,-1%,51%[activator],-4%,-3%,58%[activator],1
CCN(CC(=O)Nc1cc(Cl)ccc1C)C(=O)C1COc2ccccc2O1 (stereo unspecified),-3%[12.7 µM],-1%,-9%,2%,1%,-7%,i,61%[activator],0
CCN1/C(=C\C(=S)Nc2ccccc2)Sc2ccccc21,u,6%,25µM*,15%,u,-15%,-11%,u,3
C=CCNC(=O)COCc1cc(-c2ccc3c(c2)OCO3)on1,19%,-5%,-20%,0%,4%,-5%,3%,40%[activator],10
CN(C(=O)CCCN1C(=O)c2ccccc2C1=O)C1CCCCC1,-9%[12.7 µM],-8%,-8%,0%,-3%,5%,0%,10%,5
N/C(=N\OC(=O)c1ccc(Cl)cc1)c1ccn[nH]1,29%,-1%,-6%,-14%,-12%,4%,-10%,28%,-13
COc1cc(NC(=O)c2sc3ncn(CC(=O)N4CCC(C)CC4)c(=O)c3c2C)cc(OC)c1OC,-35%,9%,-14%,0%,-4%,-3%,-10%,16%,-1

# Three compounds out of the list above, sorted by the number in GLS inhibitor, lowest first:
smiles	GLS inhibitor
C=CCNC(=O)COCc1cc(-c2ccc3c(c2)OCO3)on1	-5%
COc1cc(NC(=O)c2sc3ncn(CC(=O)N4CCC(C)CC4)c(=O)c3c2C)cc(OC)c1OC	-3%
Cc1cccc(NC(=O)c2cc3c(=O)n(Cc4ccco4)ccc3nc2C)c1	8%

# Compound activity from PubChem BioAssay.
